# 3T3 cytotox: Cytotoxic Profiling in NIH 3T3 Cell Line of Diverse Libraries Using Quantitative High-Throughput Screening. NIH 3T3 viability, CellTiter-Glo ATP luminescence, 48-72 h. 4.3% of 94,000 active. AID 1345082, 2018. Potency, µM (top dose mostly 96.7 µM), inactives show at the top dose activity change, negative = cytotoxicity, most hits filed as inhibitors; note: potency is the fitted concentration of half-maximal effect; nearly all actives have a fitted effect of over 55% in size
#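 Cytotoxicity was measured by CellTiter-Glo ATP luminescence after 48 or 72 h compound exposure at 37 °C. Mouse NIH 3T3 fibroblasts were seeded at 400 cells/well and dosed by 23 nL pin transfer.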
# HEK cytotox: Cytotoxic Profiling in HEK 293 Cell Line of Diverse Libraries Using Quantitative High-Throughput Screening. AID 1345083, 2018. 6.6% of 94,000 active. HEK 293 viability, ATP luminescence (CellTiter-Glo), 48-72 h. Potency, µM (highest dose often 115 µM), inactives show at the highest dose activity change, negative = cytotoxicity, most hits filed as inhibitors; note: potency is the fitted concentration of half-maximal effect; nearly all actives have a fitted effect of over 60% in size
#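 HEK 293 cells seeded at 250 cells/well were exposed to compound for 48 or 72 hr at 37 degree Celsius. Viability taken as ATP content by CellTiter-Glo luminescence.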
# IP6K1 inh: Primary qHTS assay for small molecule inhibitors of Inositol hexaphosphate kinase 1 (IP6K1); AID 1645851, 2021; 0.81% of 140,000 active; IP6K1 kinase, ADP-Glo luminescence, 2 h; hits give low values; Inositol hexakisphosphate kinase 1 (Homo sapiens), Q92551; activity change, % (series mostly up to about 58 µM); in the data active = activity change below about -25%
# Target sequence (Q92551 whole entry, looked up): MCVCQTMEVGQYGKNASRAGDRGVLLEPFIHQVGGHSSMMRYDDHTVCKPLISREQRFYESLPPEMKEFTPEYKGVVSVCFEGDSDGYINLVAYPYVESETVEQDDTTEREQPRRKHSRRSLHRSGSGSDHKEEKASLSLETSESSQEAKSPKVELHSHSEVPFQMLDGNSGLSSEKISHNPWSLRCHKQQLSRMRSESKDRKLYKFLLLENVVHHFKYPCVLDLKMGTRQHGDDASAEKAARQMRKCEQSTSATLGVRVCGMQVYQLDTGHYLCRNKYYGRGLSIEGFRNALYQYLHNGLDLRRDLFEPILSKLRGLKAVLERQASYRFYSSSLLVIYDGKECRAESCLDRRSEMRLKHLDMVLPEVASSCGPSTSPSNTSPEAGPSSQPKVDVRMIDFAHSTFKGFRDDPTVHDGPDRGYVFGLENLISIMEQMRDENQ
#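 ADP-Glo luminescence measures ADP made by human IP6K1 during a 2 h RT reaction with ATP/IP6 (mix at 1.3 mM/130 uM); top library doses 57.5 and 19.1 uM final.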
# HEK293 viab: GF-AFC viability counterscreen for inhibitors of alpha-synuclein gene (SNCA) expression; HEK-293-SNCA-luc viability, GF-AFC fluorescence, 24 h; Potency, µM (series often up to 57.1 µM), inactives show at the top dose activity change, negative = cytotoxicity, actives largely listed as cytotoxic; 0.12% of 150,000 active;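 note: potency is the fitted concentration of half-maximal effect; 0% = DMSO-treated cells and -100% = medium-only wells without cells; nearly all actives have a fitted effect of over 30% in size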
#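 Cytotoxicity counterscreen: after 24 h compound treatment of genome-edited SNCA-luciferase HEK-293 cells, live-cell protease substrate GF-AFC read by fluorescence after 30 min; activity scaled between DMSO (0%) and medium-only (-100%), curves Hill-fitted.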
# FLuc inh: Firefly luciferase inhibition profiling of diverse chemical library using quantitative high-throughput screening | Luciferin 4-monooxygenase (Photinus pyralis), P08659 | purified P. pyralis luciferase, luminescence, biochemical | Potency, µM (series often up to 115 µM), inactives show at the top dose activity change, negative = inhibition, hits mostly inhibitors | 2.5% of 76,000 active | AID 1347043, 2019; note: potency is the fitted concentration of half-maximal effect; nearly all actives have a fitted effect of over 65% in size
#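 Luminescence read by CCD imaging after purified firefly luciferase (10nM final) was added to substrate buffer holding 10uM D-luciferin and 10uM ATP, pH 7.5, pre-dosed with compound.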
# GPT2 inhibitor: Primary qHTS assay for inhibitors of Glutamate pyruvate transaminase 2 (GPT2). 0.25% of 100,000 active. Recombinant GPT2, coupled pyruvate oxidase/HRP Amplex Red fluorescence. Alanine aminotransferase 2 (Homo sapiens), Q8TD30. Potency, µM (series often up to 57.7 µM), without a hit: at the highest dose activity change, negative = inhibition, actives largely listed as inhibitors; note: potency is the fitted concentration of half-maximal effect; nearly all actives have a fitted effect of over 60% in size; many of its hits are not listed in these tables
# Target sequence (Q8TD30 whole entry, looked up): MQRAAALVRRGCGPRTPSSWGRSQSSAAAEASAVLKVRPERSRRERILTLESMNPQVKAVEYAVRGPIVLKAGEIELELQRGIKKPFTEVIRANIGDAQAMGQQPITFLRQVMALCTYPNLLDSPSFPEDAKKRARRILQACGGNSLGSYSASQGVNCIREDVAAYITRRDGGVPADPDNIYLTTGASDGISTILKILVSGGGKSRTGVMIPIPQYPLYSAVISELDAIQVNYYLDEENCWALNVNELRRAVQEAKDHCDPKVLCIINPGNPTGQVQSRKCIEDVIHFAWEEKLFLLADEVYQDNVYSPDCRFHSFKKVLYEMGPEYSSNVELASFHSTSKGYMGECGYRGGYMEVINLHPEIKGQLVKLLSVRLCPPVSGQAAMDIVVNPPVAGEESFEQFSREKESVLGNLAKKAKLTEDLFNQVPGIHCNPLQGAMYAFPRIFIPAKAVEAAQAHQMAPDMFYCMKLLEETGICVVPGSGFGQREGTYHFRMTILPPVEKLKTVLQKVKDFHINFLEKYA
#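 Fluorescence read-out: pyruvate from GPT2 turnover coupled to pyruvate oxidase, HRP and Amplex Red (0.2mM ThPP, 0.2U/mL PO and HRP, 50uM Amplex final). Substrates 250uM a-KG, 2mM L-alanine; enzyme 10ng/uL; 30 min RT.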
# SNCA expr inhib: Primary qHTS assay for inhibitors of alpha-synuclein gene (SNCA) expression; HEK-293 SNCA-luciferase knock-in, luminescence, 24 h; Potency, µM (highest dose often 57.2 µM), for the others: top-dose activity change, negative = inhibition, most hits filed as inhibitors; 0.17% of 140,000 active; AID 1671194, 2021;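 note: potency is the fitted concentration of half-maximal effect; plate controls were DMSO cells for no effect and cell-free wells for full effect; nearly all actives have a fitted effect of over 45% in size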
# * = called active by the depositor; i = inactive; ? = inconclusive; . = no result given; & = joins results of further samples; [ ] = remark or other dose. Unless noted, calls come from the whole dose curve; as a rule, active = well fitted curve in the direction sought with a large enough effect; inconclusive = small, poorly fitted or top-dose-only effect, or another doubt; inactive = no such curve, though single readings can be large; an effect the other way counts as inactive or inconclusive. Unless noted, % is set by controls: 0 for no effect and ±100 for the full control effect.
# Second line of a record: 3T3 cytotox | HEK cytotox | IP6K1 inh | HEK293 viab | FLuc inh | GPT2 inhibitor | SNCA expr inhib
Cc1nn(-c2ccccc2)c2c1C(C)N(CC1CN([S+](=O)([O-])C(C)C)C1)C2=O (configuration not stated)
  -24% | ? | 23 | . | . | . | .
O=C(NC1CCCCCC1)C1CCN(C(=O)c2ncn3c2COC(c2ccc(Cl)cc2)C3)CC1 (configuration not stated)
  -9% | ? | 2 | 4% | -22% | i | -22%
COc1cccc(CCC(=O)N[C@@H]2COCC[C@@H]2Oc2cccc(F)c2)c1
  -18% | -3% | -14 | 4% | -2% | -6%[11.5 µM] | 5%
CC(C)c1nnc(C2CN(C(=O)CC3CCCCC3)CC23CCOCC3)o1 (configuration not stated)
  1% | i | 7 | 3% | 2% | i | 0%
Cc1cc(=O)n2nc(N(C)CC(=O)NCc3ccc(Cl)cc3)sc2n1
  . | . | 3 | -2% | . | . | 32%
O=C1OC[C@@H]2CCN(Cc3ccc(F)cc3)Cc3ccc(F)cc3N12
  -6%[174 µM] | ? | -7 | 3%[87.6 µM] | 1%[172 µM] | -8%[88.5 µM] | 9%[87.6 µM]
O=C(Nc1c(-c2ccc(F)cc2)nc2ccccn12)c1cccc(F)c1
  . | . | 2 | ? | . | . | -14%
Cn1cc(-c2cc3c(ccn3Cc3ccncc3)c(N3CCOCC3)n2)cn1
  ? | -11%[172 µM] | 2 | 11%[87.6 µM] | 2%[172 µM] | i | -30%[87.6 µM]
COC[C@H]1C[C@@H](NS(=O)(=O)c2ccccc2)[C@H](O)[C@@H]1O
  i | 0%[172 µM] | 4 | 4%[87.6 µM] | -1%[172 µM] | 2%[88.5 µM] | 50%[87.6 µM]
O=C(CN1C(=O)COc2ccc(C(=O)COc3ccc(F)cc3)cc21)NCCc1ccccc1
  -22% | ? | 7 | -15% | -10% | 1% | 0%
COc1ccc(C(CNC(=O)c2oc3ccccc3c2C)N2CCCCC2)cc1 (configuration not stated)
  . | . | 20 | -14% | . | . | -16%
O=C1Nc2ccc(-c3ccccc3F)cc2C(=O)N2CCN(C(=O)c3cccs3)C[C@H]12
  -25% | ? | 4 | 0% | 6% | -24% | -15%
O=C(NC1CCOC1)C1CCN(c2nccc(Nc3ccccc3F)n2)CC1 (configuration not stated)
  -21%&-26% | -20%&-16% | 12&-12 | -17%&-7%[12.5 µM] | . | -7%&1% | -7%&6%
Cc1ccc(NC(=O)N2CCN(c3nnnn3-c3ccccc3)CC2)cc1
  i | i | -1 | -2% | . | 2% | -13%
O=C(COc1ccccc1Cl)Nc1ccccc1OCc1cc(=O)n2ccccc2n1
  . | . | 7 | -6% | . | . | 1%
COc1cc(CNC(=O)C23CCC=C2N(C2CCCC2)C(=O)CC3)cc(OC)c1 (configuration not stated)
  -27% | -26% | 16 | -27% | . | 1% | 49%[activator]
Cn1nnnc1C1CCCN(C(=O)NCc2ccccc2)C1 (configuration not stated)
  -7% | 0% | 8 | 7% | -1% | -2% | 33%[activator]
CCn1cc(CN(CCOC)Cc2cccs2)ccc1=O
  -20% | -19% | 0 | -4% | -4% | i | 6%
O=C(CC1CCCC1)N1CCC(Cc2nc(-c3ccc(F)cc3)no2)CC1
  ? | ? | 1 | ? | -4% | i | ?
COc1ccc(C(=O)NC2CCCN(c3cc(-c4ccc(F)cc4)[nH]n3)C2)cc1F (configuration not stated)
  ? | ? | 2 | -28% | ? | -22% | 2%
Cc1nc2cc(S(=O)(=O)N3CCOCC3)ccc2n1CCNC(=O)C(C)O (configuration not stated)
  -20% | ? | -5 | -1% | 11% | i | -1%
CNC(=O)[C@@H](c1ccccc1OC)N1CCC[C@H]1C(=O)N1CCOCC1
  -16%[174 µM] | -12%[172 µM] | -1 | 5%[87.6 µM] | -12%[172 µM] | 1%[88.5 µM] | 7%[87.6 µM]
Cc1nnc([C@@H]2CC(F)(F)CN2C(=O)COc2ccccc2)o1
  -5% | -10% | 31 | 9% | -6% | -4% | 0%
CC(C)(C)CC(=O)Nc1nnc2n1CCS2
  . | . | -13 | -6% | . | . | 3%
O=C(NC1CCCCC1)C1CCN(C(=O)c2ncn3c2COC(c2ccc(Cl)cc2)C3)CC1 (configuration not stated)
  1% | -19% | -14 | ? | ? | -10% | 3%
CCOC(=O)c1cc(-c2ccc(C)cc2)n(CCCC(=O)Nc2cc(C)ccc2C)c1
  . | . | 14 | 3% | . | . | -24%
COc1ccc(CC(=O)Nc2ccc(=O)n3c2[C@@H]2C[C@@H](CN(S(=O)(=O)c4ccc(OC)cc4)C2)C3)cc1
  ? | -18% | 16 | 0% | 7% | i | 23%
NC1=N[C@H]2[C@H](CS[C@H]2CCCCC(=O)O)N1
  . | . | . | -1%[23.9 µM] | . | 2%[27.3 µM] | -28%[25.6 µM]
CCC(=O)Nc1cccc(C2OC(=O)N(Cc3ccc(C)cc3)C2C(=O)NCC2CCCO2)c1 (configuration not stated)
  5% | i | 5 | -29% | -9% | i | 13%
Cc1ccc(C2Cn3nnc(C(=O)N4CCC(C(=O)NCC(C)C)CC4)c3CO2)cc1 (configuration not stated)
  -14% | 0% | -5 | 11% | 22µM* | 1% | 73%[activator]
Cc1ccc(NC(=O)N2CCC(CCNC(=O)C3CCC3)CC2)cc1F
  -24% | -12% | 3 | 6% | 11µM* | 1% | -20%
Cc1cccc(C(=O)N2CCCN(C(=O)C3CC3)C(c3ccccc3)CC(=O)NCC2)c1 (configuration not stated)
  -7% | i | 10 | -6% | -3% | i | 13%
COc1ccc2c(c1)sc1ncc(C(=O)NCc3ccc(Cl)cc3)c(=O)n12
  . | . | 0 | 8% | . | . | 38%[activator]
C[C@H]1[C@@H]2[C@@H](O)C([C@H](C)C(=O)N(C)Cc3ccccc3)CC[C@@]2(C)CC[C@@H]1NC(=O)Cc1ccccc1 (some centres not stated)
  -21% | ? | -4 | -3% | 0% | -12% | 6%
CS(=O)(=O)N[C@H]1CCN2C(=O)c3cc(-c4cccc(C(F)(F)F)c4)ccc3NC(=O)[C@@H]2C1
  -4% | 5% | -12 | 0% | 4% | -1% | 6%
Cc1ccn2c(Nc3ccc4c(c3)OCCO4)c(-c3cccs3)nc2c1
  . | . | -27* | -13% | . | . | 58%[activator]
Cc1nnc2n1CCC(NC(=O)c1cccn1C)CC2 (configuration not stated)
  -9% | -2% | -2 | 6% | 1% | i | 24%
CS(=O)(=O)N[C@H]1CO[C@H]2[C@@H]1OC[C@@H]2Nc1nccc(-c2cccc(F)c2)n1
  -42%[174 µM] | -21%[172 µM] | 11 | -3%[87.6 µM] | -6%[172 µM] | 5%[88.5 µM] | 20%[87.6 µM]
COc1ccc(N2CC(c3noc(-c4ccc(OC(F)(F)F)cc4)n3)CC2=O)cc1 (configuration not stated)
  ? | ? | 12 | 27% | -5% | -5% | 0%
O=C1CCN(C(=O)CC2CCCCC2)CCCOCCN1
  -5% | 2% | -11 | -1% | -4% | i | -14%

# Of the compounds above, two have a CF3 group:
# Second line of a record: 3T3 cytotox | HEK cytotox | IP6K1 inh | HEK293 viab | FLuc inh | GPT2 inhibitor | SNCA expr inhib
CS(=O)(=O)N[C@H]1CCN2C(=O)c3cc(-c4cccc(C(F)(F)F)c4)ccc3NC(=O)[C@@H]2C1
  -4% | 5% | -12 | 0% | 4% | -1% | 6%
COc1ccc(N2CC(c3noc(-c4ccc(OC(F)(F)F)cc4)n3)CC2=O)cc1 (configuration not stated)
  ? | ? | 12 | 27% | -5% | -5% | 0%

# Other results follow.
# Second line of a record: 3T3 cytotox | HEK cytotox | IP6K1 inh | HEK293 viab | FLuc inh | GPT2 inhibitor | SNCA expr inhib
c1ccc(-c2nc(-c3cnccn3)no2)c(OC2CNC2)c1
  i | 3% | 7 | 0% | 8% | i | 1%
Cc1ccc(-c2nc(C(=O)NC(C)c3ccc(F)cc3)no2)cc1 (configuration not stated)
  -15% | ? | -12 | 1% | ? | 3% | -3%
COc1ccc(-c2nc(-c3ccccc3)c(-c3ccc(O)cc3)[nH]2)cc1
  . | . | -9 | ? | . | . | 64%[activator]
O=C(O)[C@H]1CCCC[C@H]1C(=O)N1CCc2ccccc2[C@H]1CN1C(=O)c2ccccc2C1=O
  . | . | -10 | 10% | . | -8% | .
Cc1cc(-c2cnc3[nH]cc(CC(=O)NCc4cccnc4)c3c2)ccn1
  ? | ? | -3 | 7%[87.6 µM] | 3%[172 µM] | 4%[88.5 µM] | -11%[87.6 µM]
O=C(O)c1ccncc1Nc1nn(CCN2CCC(F)(F)CC2)c2ccc(F)cc12
  . | . | -16 | -1% | . | i | .
CCOC(=O)c1cccc(NC(=O)N2CC[C@@H](CC(=O)O)[C@@H](CC)C2)c1
  -18%[174 µM] | -13%[172 µM] | -1 | 2%[87.6 µM] | -5%[172 µM] | -6%[88.5 µM] | 21%[87.6 µM]
CC(C)c1ccc(Nc2c(-c3ccco3)nc3ccccn23)cc1
  . | . | -10 | -23% | . | . | 92%[activator]
CCCn1c(C)cnc1CC1CCN(S(=O)(=O)c2cccs2)CC1
  ? | ? | 0 | 1% | -1% | -5% | 8%
O=C(NCCCN1CCOCC1)c1ccc2c(c1)N(Cc1cccc(Cl)c1)C(=O)c1ccccc1S2
  . | . | -12 | ? | . | . | ?
O=C(Cc1ccccn1)N1CCC(C(=O)N2CCC(c3nc4ncccc4[nH]3)CC2)CC1
  -16% | -15% | 3 | -12% | . | i | 30%[activator]
COc1ccc(C2(C(=O)N3CCC(n4cc(-c5nc(C)no5)nn4)CC3)CC2)cc1
  -17% | -27% | 5 | -9% | -1% | i | 2%
Cc1cn2nc(C(=O)N3CCN(c4ccccn4)CC3)cc2c(N2CCCC2)n1
  ? | ? | 3 | ? | 4% | ? | -1%
Cc1cccc(N2CCN(C(=O)c3cccc(-n4c(C)nc5cccnc54)c3)CC2)c1C
  . | . | 2 | 9% | . | . | 21%
CCOc1ccc(NC(=O)N(Cc2cn(CC)c3ccccc23)C2CCCCCC2)cc1
  . | . | -5 | 8% | . | . | 109%[activator]
COc1ccc(OCCn2cc(C(=O)c3ccco3)c3ccccc32)cc1
  . | . | -12 | -15% | . | . | ?
COc1cc(Cl)c(C)cc1NC(=O)Cn1cnc2sc(C)c(S(=O)(=O)N3CCCCC3)c2c1=O
  . | . | 34 | -17% | . | . | ?
O=C(Nc1ccc(C(F)(F)F)cc1)c1cc(S(=O)(=O)NC2CCCCC2)ccc1F
  . | . | -15 | ? | . | . | ?
O=C(Cn1nnnc1CN1CCOCC1)N1CCN(c2ccc(Cl)cc2)CC1
  i | 4% | 11 | 5% | -3% | ? | -11%
CCOc1ccc(S(=O)(=O)NCC(c2ccco2)S(=O)(=O)c2ccc(F)cc2)cc1 (configuration not stated)
  . | . | -4 | -21% | . | . | -22%
